Screening data deposited in PubChem BioAssay by National Center for Advancing Translational Sciences (NCATS).
HP1b binding inh: blocks HP1-beta chromodomain binding to methylated histone tails | P83916 | AlphaScreen HP1-beta / biotin-H3K9me3 peptide binding | Potency, µM (doses to about 114 µM), for the others: top-dose activity change, negative = inhibition, hits mostly inhibitors | 390,000 tested, 0.56% active; further: potency means the concentration at half of the fitted maximal effect; nearly all actives have a fitted effect of over 70% in size; inactives centre near 23
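AlphaScreen: HP1-beta (50 nM) preformed 30 min with biotin-H3(1-18)K9me3 peptide (50 nM) in PBS pH 7.4, 0.01% Tween-20. Compound added for 30 min at RT, then streptavidin donor/nickel chelate acceptor beads (10 ug/mL) for 30 min.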
PI4K2A inh: inhibitors of human PI4K2A; Q9BTU6; purified PI4K2A, ADP-Glo luminescence, 1 h; active compounds read low; activity change, negative = inhibition, % at 76.9 µM; 420,000 tested, 0.13% active; AID 1346378; in the data active means activity change below about -50%; inconclusive means mostly about -30% to -49%;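 further: -100% = wells without enzyme as full effect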
Target sequence (Q9BTU6 whole entry, looked up): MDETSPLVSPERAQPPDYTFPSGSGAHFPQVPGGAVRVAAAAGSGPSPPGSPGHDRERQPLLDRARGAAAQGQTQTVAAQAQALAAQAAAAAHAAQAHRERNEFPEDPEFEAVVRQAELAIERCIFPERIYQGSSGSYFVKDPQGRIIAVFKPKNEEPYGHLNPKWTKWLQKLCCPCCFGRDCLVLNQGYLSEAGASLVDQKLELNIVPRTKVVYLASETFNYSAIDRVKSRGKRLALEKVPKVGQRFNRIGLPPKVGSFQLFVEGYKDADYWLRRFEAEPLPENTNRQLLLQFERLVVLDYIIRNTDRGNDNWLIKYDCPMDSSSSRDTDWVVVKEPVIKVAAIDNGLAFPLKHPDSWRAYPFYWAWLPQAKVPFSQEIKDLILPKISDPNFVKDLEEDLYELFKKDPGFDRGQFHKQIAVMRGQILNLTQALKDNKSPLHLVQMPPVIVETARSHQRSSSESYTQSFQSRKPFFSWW
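Compounds are screened against recombinant PI4K2A using PI as substrate and ATP, the latter dispensed at 300 microM. Reactions run one hour at ambient temperature before ADP-Glo detection; full inhibition defined by wells lacking enzyme.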
PGK inhibitor: inhibitors of T. brucei phosphoglycerate kinase; P07378; PGK/GAPDH coupled, Kinase-Glo luminescence, 60 min; Potency, µM (highest dose often 57.5 µM), for the others: top-dose activity change, negative = inhibition, hits mostly inhibitors; 380,000 tested, 0.043% active; AID 602233; further: potency means the concentration at half of the fitted maximal effect; on the % scale 0 is the no-effect control and ±100 the full control effect; nearly all actives have a fitted effect of over 60% in size
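Luminescent ATP detection (Kinase-Glo Plus) follows a 60-minute room-temperature incubation, with wells lacking PGK as controls. Buffer: 100 mM TEA (pH 7.6), 5 mM MgCl2, 0.01% Tween-20. Coupling enzyme GAPDH (100 nM final) supplies unstable 1,3-BPG in-well.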
GLS inh: glutaminase GLS (human) inhibition; O94925; GLS enzymatic activity, qHTS titration; Potency, µM (series often up to 45.5 µM), without a hit: at the top dose activity change, negative = inhibition, hits mostly inhibitors; 410,000 tested, 0.21% active; AID 624170; further: potency means the concentration at half of the fitted maximal effect; on the % scale 0 is the no-effect control and ±100 the full control effect
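Enzyme dispensed in phosphate buffer (45 mM, pH 8.2, 0.02% Tween-20), compounds pinned in, then 1 mM L-glutamine solution and the glutamate oxidase–HRP–Amplex Red mix added; fluorescence read immediately and again after 30 min at room temperature.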
Pin1 inh: blocks the human prolyl isomerase Pin1; Pin1 FP peptide displacement, HiFluor488, 10 min; Potency, µM (titrated, usually from 115 µM), for inactives: at the top dose activity, negative = inhibition, most hits filed as inhibitors; 390,000 tested, 0.009% active; AID 504891; active means well fitted inhibition curve with a large enough effect in the polarisation, with a control signal flat, not every such curve was filed as active; inconclusive means small, poorly fitted or top-dose-only effect, or effect the other way, or a change in a side signal; inactive means no such curve, though single readings can be large or run the other way; the % refers to the polarisation; further: potency means the concentration at half of the fitted maximal effect; on the % scale 0 is the no-effect control and ±100 the full control effect
Target sequence (Q13526 whole entry, looked up): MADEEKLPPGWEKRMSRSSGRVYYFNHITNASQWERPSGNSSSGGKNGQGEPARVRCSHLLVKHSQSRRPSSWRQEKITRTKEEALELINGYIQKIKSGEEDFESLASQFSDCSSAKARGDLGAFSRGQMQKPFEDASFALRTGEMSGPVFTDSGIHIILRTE
TrxR1 substrate: substrates of rat thioredoxin reductase 1 | purified TrxR1 substrate turnover, NADPH consumption readout | O89049 | 390,000 tested, 0.01% active | AID 588456 | Potency, µM (doses to about 114 µM), for the others: at the highest dose activity change, negative = substrate turnover; further: potency means the concentration at half of the fitted maximal effect; on the % scale 0 is the no-effect control and ±100 the full control effect; nearly all actives have a fitted effect of over 50% in size
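Rat TrxR1, dispensed at 90 nM, was prereduced with 400 uM NADPH (final) for 5 min at ~22 deg C, then incubated with compound 15 min before 400 uM selenite. A first-read NADPH fluorescence drop versus no-compound background flagged substrates.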
IDH1 R132H inh: blocks human mutant IDH1 R132H enzyme; IDH1-R132H enzyme, NADPH consumption, diaphorase/resazurin fluorescence; Potency, µM (highest dose often 76.6 µM), without a hit: top-dose activity change, negative = inhibition, hits mostly inhibitors; 390,000 tested, 0.093% active; further: potency means the concentration at half of the fitted maximal effect; on the % scale 0 is the no-effect control and ±100 the full control effect; nearly all actives have a fitted effect of over 65% in size
Target sequence (O75874 whole entry R132H, stated change not applied): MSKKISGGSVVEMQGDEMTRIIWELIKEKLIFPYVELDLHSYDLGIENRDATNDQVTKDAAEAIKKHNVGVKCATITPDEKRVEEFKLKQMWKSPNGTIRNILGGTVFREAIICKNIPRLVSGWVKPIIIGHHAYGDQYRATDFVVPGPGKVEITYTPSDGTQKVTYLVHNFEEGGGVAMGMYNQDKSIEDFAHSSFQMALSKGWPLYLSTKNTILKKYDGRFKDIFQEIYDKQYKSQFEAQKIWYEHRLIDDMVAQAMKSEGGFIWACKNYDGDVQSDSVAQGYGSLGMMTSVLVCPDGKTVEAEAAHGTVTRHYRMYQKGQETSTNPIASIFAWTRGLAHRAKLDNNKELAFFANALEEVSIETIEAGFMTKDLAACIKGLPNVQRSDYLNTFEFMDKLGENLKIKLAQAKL
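IDH1-R132H (0.5 ug/mL) preincubated 30 min with compound, then NADPH (0.016 mM) and alpha-KG (2 mM) added; 80 min at RT, pH 7.5. Remaining NADPH coupled via diaphorase/resazurin to fluorescence (540/590 nm); concentration-response curves normalized to no-enzyme control.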
TrxR1 inh: blocks rat thioredoxin reductase 1. O89049. recombinant rTrxR1, NADPH fluorescence consumption, selenite substrate. Potency, µM (series often up to 114 µM), for the others: at the highest dose activity change, negative = inhibition, usual class: inhibitors. 390,000 tested, 1% active. AID 588453; further: potency means the concentration at half of the fitted maximal effect; on the % scale 0 is the no-effect control and ±100 the full control effect; nearly all actives have a fitted effect of over 65% in size
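Rat TrxR1 (90 nM in the dispensed reagent) was pre-reduced with 400 uM NADPH for 5 min at room temperature, then incubated with compound for 15 min. After 400 uM selenite was added, NADPH fluorescence (Ex 340/Em 450 nm) was followed for 8 min.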
USP1-UAF1 inh: USP1/UAF1 (human) deubiquitinase inhibition. 390,000 tested, 0.23% active. recombinant USP1/UAF1, Ub-Rhodamine cleavage fluorescence. AID 743255. Potency, µM (top dose mostly 57.1 µM), inactives show at the top dose activity change, negative = inhibition, actives largely listed as inhibitors; further: potency means the concentration at half of the fitted maximal effect; on the % scale 0 is the no-effect control and ±100 the full control effect; nearly all actives have a fitted effect of over 60% in size; inactives centre near -12
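High-throughput fluorogenic screen: 1nM USP1/UAF1 complex, Ub-Rho substrate 150nM final, 50mM HEPES pH 7.8 with 0.5mM EDTA, 0.1 mg/ml BSA, 1mM TCEP and 0.01% Tween-20.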
* marks the source's active call; other numbers are inactive results; [ ] = another dose, or the depositor's remark. Unless noted, the call rests on the fitted dose curve; in most records, active means well fitted curve in the direction sought with a large enough effect; inconclusive means small, poorly fitted or top-dose-only effect, or another doubt; inactive means no such curve, though single readings can be large; an effect the other way counts as inactive or inconclusive.

Screening COc1ccc(Cn2ccc3nc(C)c(C(=O)Nc4ccc(OC)c(OC)c4)cc3c2=O)cc1 returned HP1b binding inh 20%, PI4K2A inh 1, PGK inhibitor -2%, GLS inh 2%, Pin1 inh -5%, TrxR1 substrate 5%[57.1 µM], IDH1 R132H inh 3%, TrxR1 inh 11%[57.1 µM] and USP1-UAF1 inh -28%.
For COc1ccc(N=c2oc3cc(O)ccc3cc2C(=O)Nc2ccccn2)cc1OC the results were HP1b binding inh 22%, PI4K2A inh -3, PGK inhibitor -2%, GLS inh -13%, Pin1 inh 8%, TrxR1 substrate 20%, IDH1 R132H inh -1%, TrxR1 inh 14% and USP1-UAF1 inh -15%.
`COC(=O)C1CCCN1C(=O)C1CCCN1C(=O)CNC(=O)OCc1ccccc1` (configuration not stated) gave HP1b binding inh 40%, PI4K2A inh 5, PGK inhibitor -5%, GLS inh 0%, Pin1 inh -4%, TrxR1 substrate 6%, IDH1 R132H inh 5%, TrxR1 inh 9%[57.1 µM] and USP1-UAF1 inh -13%.
`O=C(Nc1nncs1)c1cc(-c2ccncc2)nc2ccc(Cl)cc12` gave HP1b binding inh 33%, PI4K2A inh 5, PGK inhibitor -7%, GLS inh -4%, Pin1 inh -1%, TrxR1 substrate 6%, IDH1 R132H inh 2%, TrxR1 inh 12% and USP1-UAF1 inh -19%.
O=C(c1cc(C2CC2)on1)N1CCCC(N2CCN(c3ccc(F)cc3)CC2)C1 (configuration not stated) was read as HP1b binding inh 24%, PI4K2A inh 10, PGK inhibitor -2%, GLS inh -2%, Pin1 inh 2%, TrxR1 substrate 3%[57.1 µM], IDH1 R132H inh 5%, TrxR1 inh 35%[57.1 µM] and USP1-UAF1 inh -8%.
Screening COc1ccc(C(C(=O)NC2CCCC2)N2CCc3ccccc32)cc1 (configuration not stated) returned HP1b binding inh 10%, PI4K2A inh -6, PGK inhibitor -8%, GLS inh 0%, Pin1 inh 8%, TrxR1 substrate 0%, IDH1 R132H inh -2%, TrxR1 inh -19% and USP1-UAF1 inh -25%.
Screening CCOC(=O)C1CCCN(C(=O)Cn2ncc3c(C)n(Cc4ccc(F)cc4)c(C)c3c2=O)C1 (configuration not stated) returned HP1b binding inh 19%, PI4K2A inh -6, PGK inhibitor 3%, GLS inh 7%, Pin1 inh 4%, TrxR1 substrate -5%, IDH1 R132H inh -9%, TrxR1 inh -10% and USP1-UAF1 inh 3%.
O=C(CSCc1cccs1)N1CCCC1 was read as HP1b binding inh 33%, PI4K2A inh -10, PGK inhibitor 2%, GLS inh -11%, Pin1 inh -2%, TrxR1 substrate -2%, IDH1 R132H inh -3%, TrxR1 inh 13% and USP1-UAF1 inh 7%.
`Cc1ccc2c(c1C)NC(=O)CC2c1ccc(Cl)cc1Cl` (configuration not stated) gave HP1b binding inh 8%, PI4K2A inh -2, PGK inhibitor -1%, GLS inh 7%, Pin1 inh 2%, TrxR1 substrate -7%, IDH1 R132H inh 7%, TrxR1 inh -8% and USP1-UAF1 inh -30%.
Screening COc1cc2c(cc1NC(=S)NC(=O)c1c(OC)cccc1OC)oc1ccccc12 returned HP1b binding inh 13%, PI4K2A inh 3, PGK inhibitor 0%, GLS inh -3%, Pin1 inh 18%, TrxR1 substrate -2%, IDH1 R132H inh -7%, TrxR1 inh 20% and USP1-UAF1 inh -19%.
C[C@H](NC(=O)c1nc[nH]c1C(=O)N1CCc2ccccc2C1)C(=O)OCc1ccccc1 was read as HP1b binding inh 81%[activator], PI4K2A inh -22, PGK inhibitor -11%, GLS inh 9%, Pin1 inh 5%, TrxR1 substrate -5%[57.1 µM], IDH1 R132H inh 16%, TrxR1 inh 7% and USP1-UAF1 inh inconclusive.
Cc1ccc(NC(=O)N2CCN(C(=O)C3CCCO3)CC2)cc1 (configuration not stated) was read as HP1b binding inh 43%[activator], PI4K2A inh 4, PGK inhibitor 4%, GLS inh 2%, Pin1 inh 2%, TrxR1 substrate 3%, IDH1 R132H inh -6%, TrxR1 inh 10% and USP1-UAF1 inh -5%.

2 neighbouring records already listed:
Screening COc1ccc(Cn2ccc3nc(C)c(C(=O)Nc4ccc(OC)c(OC)c4)cc3c2=O)cc1 returned HP1b binding inh 20%, PI4K2A inh 1, PGK inhibitor -2%, GLS inh 2%, Pin1 inh -5%, TrxR1 substrate 5%[57.1 µM], IDH1 R132H inh 3%, TrxR1 inh 11%[57.1 µM] and USP1-UAF1 inh -28%.
For COc1ccc(N=c2oc3cc(O)ccc3cc2C(=O)Nc2ccccn2)cc1OC the results were HP1b binding inh 22%, PI4K2A inh -3, PGK inhibitor -2%, GLS inh -13%, Pin1 inh 8%, TrxR1 substrate 20%, IDH1 R132H inh -1%, TrxR1 inh 14% and USP1-UAF1 inh -15%.

Next part:
CCC1=NN(C(=O)Cc2ccc([N+](=O)[O-])cc2)C(O)(C(C)(C)C)C1 (configuration not stated) was read as HP1b binding inh 35%, PI4K2A inh 2, PGK inhibitor -4%, GLS inh 15%, Pin1 inh -4%, TrxR1 substrate -5%, IDH1 R132H inh 2%, TrxR1 inh 18% and USP1-UAF1 inh 0%.
Cc1cccc(OCc2ccc(C(=O)N3CCOCC3)o2)c1 was read as HP1b binding inh 28%, PI4K2A inh 7, PGK inhibitor inactive, GLS inh 7%, Pin1 inh -5%, TrxR1 substrate 2%, IDH1 R132H inh 5%, TrxR1 inh 16% and USP1-UAF1 inh -9%.
Screening CC(C)C[C@@H](NC(=O)C1CCC(CNC(=O)[C@@H]2CCCN2C(=O)OC(C)(C)C)CC1)C(=O)O (some centres not stated) returned HP1b binding inh 12%, PI4K2A inh 0, PGK inhibitor 3%, GLS inh 14%, Pin1 inh -13%, TrxR1 substrate 1%, IDH1 R132H inh -2%, TrxR1 inh 22% and USP1-UAF1 inh -9%.
For CC1(C)Cc2c(sc3nc(SCC(=O)NCc4ccco4)n(-c4ccccc4)c(=O)c23)CS1 the results were HP1b binding inh 6%, PI4K2A inh -15, PGK inhibitor -2%, GLS inh 8%, Pin1 inh 12%, TrxR1 substrate 6%, IDH1 R132H inh 6%, TrxR1 inh -33% and USP1-UAF1 inh -5%.
`CC(C)=N/N=C(\c1cccc([N+](=O)[O-])c1)C12CN3CN(CN(C3)C1)C2` gave HP1b binding inh 26%, PI4K2A inh 1, PGK inhibitor -12%, GLS inh 1%, Pin1 inh 1%, TrxR1 substrate -1%, IDH1 R132H inh 7%, TrxR1 inh -5% and USP1-UAF1 inh -24%.
For COC(=O)c1cc(S(=O)(=O)NCc2ccc(Br)cc2)c[nH]1 the results were HP1b binding inh 10%[57 µM], PI4K2A inh 1, PGK inhibitor 3%, GLS inh -2%, Pin1 inh 4%, TrxR1 substrate 0%, IDH1 R132H inh -2%, TrxR1 inh 22% and USP1-UAF1 inh 0%.
COc1ccccc1C1CCN(c2ccc(CO)cc2[N+](=O)[O-])CC1 was read as HP1b binding inh inconclusive, PI4K2A inh -21, PGK inhibitor -1%, GLS inh -3%, Pin1 inh -1%, TrxR1 substrate 2%, IDH1 R132H inh 4%, TrxR1 inh 16% and USP1-UAF1 inh -18%.
`CSc1cccc(NC(=O)N2CCN(S(=O)(=O)c3ccc4c(ccn4C)c3)CC2)c1` gave HP1b binding inh 7%[57 µM], PI4K2A inh 1, PGK inhibitor -2%, GLS inh -5%, Pin1 inh 42%[activator], TrxR1 substrate 2%[57.1 µM], IDH1 R132H inh -33%, TrxR1 inh 28%[57.1 µM] and USP1-UAF1 inh -7%.
`COc1ccccc1NC(=O)CN1CCN(c2ccccc2OC)CC1` gave HP1b binding inh 34%, PI4K2A inh -4, PGK inhibitor -3%, GLS inh 7%, Pin1 inh -3%, TrxR1 substrate 6%, IDH1 R132H inh 8%, TrxR1 inh 7% and USP1-UAF1 inh -11%.
C=C(CN(C)C)C(=O)c1ccc(OC2OC(COC(C)=O)C(OC(C)=O)C(OC(C)=O)C2OC(C)=O)cc1 (configuration not stated) was read as HP1b binding inh 56µM*, PI4K2A inh -2, PGK inhibitor -3%, GLS inh 9%, Pin1 inh inconclusive, TrxR1 substrate 9%[11.4 µM], IDH1 R132H inh -1%, TrxR1 inh 2.8µM* and USP1-UAF1 inh 3%.
`CNC(=O)c1c(NC(=O)c2ccc(S(=O)(=O)N3CCC(C)CC3)cc2)sc2c1CCC2` gave HP1b binding inh 39%[57 µM], PI4K2A inh 2, PGK inhibitor inactive, GLS inh 3%, Pin1 inh 1%, TrxR1 substrate 12%[57.1 µM], IDH1 R132H inh 9%, TrxR1 inh 23%[57.1 µM] and USP1-UAF1 inh inconclusive.
For COc1ccc(C)cc1NC(=O)C(Sc1nnnn1C)c1ccccc1 (configuration not stated) the results were HP1b binding inh 30%, PI4K2A inh -4, PGK inhibitor -6%, GLS inh -1%, Pin1 inh -3%, TrxR1 substrate 3%, IDH1 R132H inh 4%, TrxR1 inh 20% and USP1-UAF1 inh -27%.
`COC(C[C@H]1O[C@@H]1[C@@H](O)COCc1ccccc1)OC` gave HP1b binding inh 18%, PI4K2A inh -2, PGK inhibitor inactive, GLS inh 4%, Pin1 inh 4%, TrxR1 substrate 6%, IDH1 R132H inh -6%[38.3 µM], TrxR1 inh 25% and USP1-UAF1 inh -17%.

This is a subset; count on the stated rates, not on these rows.
